UGM FP inh = Mtb UDP-galactopyranose mutase inhibition; P9WIQ1; 320,000 tested, 0.06% active; AID 504406; inhibition, % at 10 µM; purified UGM, fluorescence polarization probe displacement; in the data active = inhibition above about 10%, passing the limit was not always enough; inconclusive = no clear call, values can overlap the other calls
Target sequence (P9WIQ1 whole entry, looked up): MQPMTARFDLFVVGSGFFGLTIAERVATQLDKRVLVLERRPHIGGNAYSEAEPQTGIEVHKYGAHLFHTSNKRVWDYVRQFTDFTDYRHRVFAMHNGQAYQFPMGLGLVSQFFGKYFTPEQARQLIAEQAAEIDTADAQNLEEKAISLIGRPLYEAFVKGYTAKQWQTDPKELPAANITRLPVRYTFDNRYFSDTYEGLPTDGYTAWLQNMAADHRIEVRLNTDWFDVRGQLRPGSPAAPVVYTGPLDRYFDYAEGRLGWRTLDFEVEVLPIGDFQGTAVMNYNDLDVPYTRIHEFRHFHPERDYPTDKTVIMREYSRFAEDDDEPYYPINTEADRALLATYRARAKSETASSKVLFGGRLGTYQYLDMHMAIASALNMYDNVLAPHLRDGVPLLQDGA
CCHFV vOTU inh = blocks the CCHF virus ovarian tumor domain protease; 370,000 tested, 0.55% active; CCHFV vOTU protease, Pep-AMC fluorescence; inhibition, % at 11.5 µM; AID 651958; also: 0% = vehicle wells with enzyme and 100% = no enzyme wells
GDH-TPI inh = counter-screen for M. tuberculosis FBA inhibitors: GDH-TPI coupled enzymes. GDH-TPI coupled enzyme counterscreen, NADH absorbance. inhibition, % at 4.8 µM. 360,000 tested, 1.2% active;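 also: 0% = DMSO wells and 100% = wells lacking the enzyme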
BoNT A protease = BoNT A light chain protease inhibition | multiplex microsphere protease substrate cleavage, flow cytometry | inhibition, % at 10 µM | 360,000 tested, 0.17% active | AID 588499; in the data active = inhibition above about 30%; inconclusive = no clear call, values can overlap the other calls; also: plate controls were buffer without enzyme for full effect and enzyme alone for no effect
Mtb FBA inh = inhibits M. tuberculosis FBA enzyme; purified M. tuberculosis FBA, fluorescence read-out; inhibition, % at 1 µM; 360,000 tested, 2.3% active; in the data active = inhibition above about 27%;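 also: 0% = vehicle and 100% = reference inhibitor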
Target sequence (P9WQA3 whole entry, looked up): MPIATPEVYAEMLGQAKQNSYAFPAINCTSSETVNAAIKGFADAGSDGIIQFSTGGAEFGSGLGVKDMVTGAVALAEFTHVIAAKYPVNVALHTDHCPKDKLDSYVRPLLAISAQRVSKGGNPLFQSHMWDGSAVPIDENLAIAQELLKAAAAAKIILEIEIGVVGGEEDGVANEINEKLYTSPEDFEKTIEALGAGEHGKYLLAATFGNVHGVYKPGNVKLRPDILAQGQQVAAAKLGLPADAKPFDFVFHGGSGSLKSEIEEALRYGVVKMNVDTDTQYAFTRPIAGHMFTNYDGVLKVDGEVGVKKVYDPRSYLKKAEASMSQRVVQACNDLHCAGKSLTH
FadD28 binding = M. tuberculosis FadD28 bisubstrate binding inhibition. inhibition, % at 12.5 µM. AID 588549. 360,000 tested, 0.22% active. FadD28 bisubstrate probe binding, fluorescence polarization; in the data active = inhibition above about 8.5%, passing the limit was not always enough; inconclusive = no clear call, values can overlap the other calls
BioA inh = BioA (M. tuberculosis) enzyme inhibition; inhibition, % at 9.99 µM; 360,000 tested, 0.096% active; purified M. tuberculosis BioA enzyme, plate reader; in the data active = inhibition above about 40%; inconclusive = no clear call, values can overlap the other calls
PrPC TRFRET = inhibitors of human cell surface prion protein PrPC; TR-FRET read-out; AID 720596; 370,000 tested, 0.43% active; P04156; inhibition, % at 13.8 µM; in the data active = inhibition above about 24%; also: 0% = median of the test wells and 100% = reference compound wells
BoNT-F LC inh = BoNT F light chain protease inhibition; Multiplex microsphere protease cleavage assay, flow cytometry; 360,000 tested, 0.22% active; inhibition, % at 10 µM; in the data active = inhibition above about 35%, passing the limit was not always enough; inconclusive = no clear call, values can overlap the other calls; also: plate controls were buffer without enzyme for full effect and enzyme alone for no effect
* marks the source's active call; other numbers are inactive results; u = inconclusive; x = no result given; & = joins results of further samples. Rule as the data show it, unless noted: active = inhibition above about 30%; inactive = the rest.

SMILES	UGM FP inh	CCHFV vOTU inh	GDH-TPI inh	BoNT A protease	Mtb FBA inh	FadD28 binding	BioA inh	PrPC TRFRET	BoNT-F LC inh
CC(Oc1ccccc1F)C(=O)NCCN1CCCCC1 (stereo not drawn)	2.1	1.9	7.8	-0.2	0.0	-2.2	1.8	-0.7	-9.3
c1ccc(C(c2ccccc2)N2CCN(c3ccc4ccccc4n3)CC2)cc1	-2.0	0.8	2.6	1.6	3.2	-1.4	-0.9	-2.7	-4.7
CCN(CC(=O)Nc1c(F)cccc1F)C(=O)c1ccc(-c2ccccc2)cc1	0.3	-7.0	9.5	x	1.0	-4.1	x	0.2	x
Cc1ccc(OCCC(=O)OCC(=O)N2CCN(S(=O)(=O)c3ccc(C)cc3C)CC2)cc1	-3.1	2.8	-8.5	-1.1	4.6	-1.3	0.7	4.3	-12.7
COc1ccc(C=NNC(=S)Nc2ccc(F)cc2)cc1OC	x	9.7	69.3*	0.1	1.0	-2.8	-1.4	-9.6	3.0
Cc1nnc(C)c2c(C)n(-c3ccc4ncccc4c3)c(C)c12	-2.4	-15.0	-18.3	1.0	0.3	-4.7	18.5	-9.1	-23.9
COc1cc(-c2cc(C(=O)Nc3ccccc3N3CCOCC3)c3ccccc3n2)cc(OC)c1OC	-1.6	-3.6	1.6	0.6	1.5	-0.7	x	7.3	9.4
Cc1ccc(-c2cc(-c3nnc(SCC(=O)NCC(C)C)n3N)c3ccccc3n2)cc1	-0.6	8.6	0.8	-0.9	15.7	-4.6	-0.2	-10.9	-7.1
CCOC(=O)c1ccn(CSc2c(F)c(F)cc(F)c2F)n1	-2.1	-7.2	-6.9	-0.8	0.7	x	-0.5	-1.9	-1.8
Nc1ncnc(Sc2ccccc2)c1[N+](=O)[O-]	-1.3	-13.0	20.0	0.0	1.7	1.0	x	-4.9	-0.7
COc1cc(S(=O)(=O)Nc2ccc3c(c2)C(=O)N(C)C3=O)ccc1NC(C)=O	-1.8	7.9	5.6	-0.9	1.5	-2.6	-0.9	-3.5	-3.8
COc1cccc(CN(C(=O)c2cccs2)C2CCS(=O)(=O)C2)c1 (stereo not drawn)	1.6	7.5	-3.1	1.3	0.9	-1.2	-3.2	-0.8	-1.8
CC1(C(=O)Nc2cccnc2)Cc2c(-c3cccc(C(F)(F)F)c3)ccnc2O1 (stereo not drawn)	x	5.6	-8.0	0.2	-1.1	-3.6	6.6	6.4	-6.6
O=C(NCc1ccc2c(c1)OCO2)Nc1cccc(Cl)c1	0.8	-3.5	1.6	-7.2	1.9	-0.9	-0.8	13.2	u
CC(=O)NC(=S)Nc1ccccc1N1CCN(C(=O)c2ccccc2)CC1	-1.6	-9.6	3.5	0.2	-0.1	-1.8	9.4	3.7	-1.6

A draw from above in order of SMILES length, highest first:
SMILES	UGM FP inh	CCHFV vOTU inh	GDH-TPI inh	BoNT A protease	Mtb FBA inh	FadD28 binding	BioA inh	PrPC TRFRET	BoNT-F LC inh
COc1cc(S(=O)(=O)Nc2ccc3c(c2)C(=O)N(C)C3=O)ccc1NC(C)=O	-1.8	7.9	5.6	-0.9	1.5	-2.6	-0.9	-3.5	-3.8
CCN(CC(=O)Nc1c(F)cccc1F)C(=O)c1ccc(-c2ccccc2)cc1	0.3	-7.0	9.5	x	1.0	-4.1	x	0.2	x
c1ccc(C(c2ccccc2)N2CCN(c3ccc4ccccc4n3)CC2)cc1	-2.0	0.8	2.6	1.6	3.2	-1.4	-0.9	-2.7	-4.7
COc1cccc(CN(C(=O)c2cccs2)C2CCS(=O)(=O)C2)c1 (stereo not drawn)	1.6	7.5	-3.1	1.3	0.9	-1.2	-3.2	-0.8	-1.8
Cc1nnc(C)c2c(C)n(-c3ccc4ncccc4c3)c(C)c12	-2.4	-15.0	-18.3	1.0	0.3	-4.7	18.5	-9.1	-23.9
O=C(NCc1ccc2c(c1)OCO2)Nc1cccc(Cl)c1	0.8	-3.5	1.6	-7.2	1.9	-0.9	-0.8	13.2	u
Nc1ncnc(Sc2ccccc2)c1[N+](=O)[O-]	-1.3	-13.0	20.0	0.0	1.7	1.0	x	-4.9	-0.7

(further entries)
SMILES	UGM FP inh	CCHFV vOTU inh	GDH-TPI inh	BoNT A protease	Mtb FBA inh	FadD28 binding	BioA inh	PrPC TRFRET	BoNT-F LC inh
Cc1ccc(SCCC(=O)Nc2cccnc2)cc1	-2.1	-3.9	3.1	-0.2	0.3	-1.7	x	-0.6	-9.3
CCOC(=O)c1ccc(NC(=O)C2CCCO2)cc1 (stereo not drawn)	0.7	-7.2	-4.0	-0.8	-1.4	-1.0	-0.2	-3.5	-8.8
CC(=O)c1cc2c(cc1NC(=O)c1c(-c3ccccc3)noc1C)OCO2	-0.1	9.1	-3.4	-0.5	-3.8	-0.5	-1.1	-1.2	22.4
O=C(CN(C(=O)CNC(=O)c1ccco1)c1ccccc1F)NC1CCCCC1	-0.8	14.3	3.7	-0.9	2.9	x	-0.6	-6.3	3.7
C=CCNC(=O)C(=O)NCC(c1ccc2c(c1)OCO2)N1CCOCC1 (stereo not drawn)	-0.2	3.2	6.6	-1.8	1.2	-0.1	-1.9	0.9	-5.4
O=C1CCCc2c1nn(-c1ccccc1)[n+]2[O-]	1.5	-10.8	2.1	9.9	0.0	-1.0	x	1.3	9.6
S=c1[nH]nc(COc2ccccc2)n1/N=C/c1ccc(Br)cc1	-0.6	2.0	-6.4	-1.8	-3.9	-4.2	-0.3	0.5	5.2
Cc1ccc(S(=O)(=O)NN2C(=O)c3ccccc3NC2c2cccc(O)c2)cc1 (stereo not drawn)	-1.3	-16.1	0.6	-0.5	3.2	-4.4	x	-7.1	4.3
C[C@@H]1CN([C@H](C)CO)C(=O)CCCn2nncc2CO[C@H]1CN(C)Cc1cccnc1	x	6.1	5.2	-0.1	3.3	0.3	-1.9&1.6&-0.5	5.9	-7.2
Cc1ccc(-n2c(SCC(=O)NCC3CCCO3)nc3n[nH]c(C)c3c2=N)cc1Cl (stereo not drawn)	-1.2	0.5	3.6	0.1	-1.0	-7.2	-0.5	11.7	-8.9
CCC(=O)N1COC[C@@H]1Cc1ccccc1	-2.2	10.2	-9.9	-1.7	0.5	-4.1	-1.4	2.8	-12.3
Cc1cccc2nc(-c3cccc(NC(=O)Cc4ccccc4)c3)cn12	1.0	5.3	10.7	0.2	25.3	-2.3	0.3	11.3	-5.9
COc1ccc(S(=O)(=O)N(C)c2nc3ccccc3n3c(CC(C)C)nnc23)cc1	-0.8	-4.6	11.8	2.5	56.0*	0.2	-7.4	3.7	1.9
O=C(c1cccc(COc2cccc3ccccc23)c1)N1CCCC1	-0.2	-5.3	-8.3	0.0	-3.3	-5.5	x	6.4	-4.0
CCCc1ccc(OC(=O)c2ccc(O)cc2Cl)cc1	0.7	17.0	0.3	-0.2	1.1	-3.4	1.5	0.1	-4.7
C[C@@H]1CN([C@@H](C)CO)C(=O)c2cc(Br)cnc2O[C@H]1CN(C)C(=O)Cc1ccccn1	x	-4.4	4.3	-0.3	-0.2	1.4	-2.1&-0.3	3.6	-4.8
C=C(C)CNC(=S)NNC(=O)CCn1c2ccc(Cl)cc2c2cc(Cl)ccc21	3.0	16.0	5.9	-0.2	1.0	-2.5	x	-4.0	-11.9
O=C(Cc1cccc2ccccc12)Nc1nc2ccccc2[nH]1	0.6	27.1	-3.2	-0.5	1.6	0.9	x	0.0	-8.8
CCOC(=O)CN(C#N)c1nc(N(C)C)nc(N(C)C)n1	0.7	-12.5	-0.6	-0.7	-2.2	-2.5	-1.1	-1.1	-0.8
CCn1c(=O)c2ccccc2n(CC(=O)N2CCCc3ccccc32)c1=O	0.8	14.1	-6.6	0.3	0.6	-1.3	-1.9	2.2	1.2
C1=Nc2c(Nc3ccccc3)ncnc2Oc2ccccc21	2.2	2.0	10.7	0.3	-1.0	-4.0	2.7	-6.4	-5.6
CC1CC(=O)Nc2ccccc2N1C(=O)Cn1cnc2ccccc2c1=O (stereo not drawn)	-1.2	7.2	-6.9	0.0	-0.9	-2.8	2.5	1.4	7.4
Cc1cc(C)c(NC(=S)N2CCC(N(C)CC3CCCO3)CC2)c(C)c1 (stereo not drawn)	-3.3	-13.6	1.4	-1.3	-0.1	-1.6	0.2	-7.0	-20.4
CSC1=C(C#N)C(C)C2=C(CC(C)(C)CC2=O)N1 (stereo not drawn)	-1.4	5.6	6.5	-0.6	-0.1	-3.5	-0.7	-9.4	9.9
CCCNC(=O)C1CN(S(=O)(=O)c2ccccc2)CCN1S(=O)(=O)c1ccccc1 (stereo not drawn)	-0.5	3.5	4.5	-0.1	3.2	-1.2	-1.8	5.2	-3.7
Cc1cccn2c(=O)nc(SCC(=O)N3CC(C)OC(C)C3)nc12 (stereo not drawn)	1.2	8.9	8.8	-39.1	0.1	-1.9	3.5	-3.6	-58.8
COc1ccc2nc(N3CCN(C(=O)c4ccc5ncsc5c4)CC3)sc2c1	-1.7	-2.8	-0.3	0.8	3.0	0.1	0.0	7.1	-4.9
COc1ccccc1C1CCN(Cc2ccc(C)cc2)CC1	-0.1	-5.3	-1.7	-3.8	2.6	-2.2	1.1	-0.8	-19.3
CCCCC(=O)Nc1nc2ccc(C(=O)OC)cc2s1	2.4	3.4	11.2	-0.7	-0.1	-0.7	x	-1.1	-1.7
COc1cccc(O)c1CN1CCCC(C(=O)c2sccc2C)C1 (stereo not drawn)	4.2	7.7	-3.5	-0.3	-2.7	-3.1	0.0	-6.8	-6.1
CCOC(=O)c1cc(C#N)c(N)nc1C	-4.5	-4.8	4.0	0.3	12.2	-0.3	-0.7	-3.9	1.9
O=C(O)CSCC(=O)N1CCN(c2ncnc3scc(-c4ccccc4)c23)CC1	-0.4	6.9	5.2	-0.1	0.8	-0.4	x	0.5	-23.0
CCOc1ccc(NC2=C(Cl)C(=O)N(Cc3ccccc3)C2=O)cc1	2.7	10.7	1.2	0.3	-6.5	-3.4	x	-26.6	3.5
O=C1CCc2cc(S(=O)(=O)NCc3ccc(F)cc3)cc3c2N1CC3	x	7.3	4.5	3.4	2.4	-1.5	x	-0.1	4.7
Cc1cc(=O)oc2cc(OCCCC[n+]3ccccc3)ccc12	-1.4	-20.6	14.7	-0.4	34.6*	-1.4	x	0.8	1.5
O=C(CCN1C(=O)S/C(=C\c2ccccc2)C1=O)Nc1ccc(O)cc1C(=O)O	1.8	16.2	38.0*	-0.1	-2.3	0.6	-0.8	-3.4	4.9
Cc1ccc(C(=O)OCC(=O)N2C(C)CCCC2C)cc1S(=O)(=O)N1CCCCC1 (stereo not drawn)	-0.6	10.5	-5.7	-1.7	-0.4	-4.7	x	-3.1	-9.0
Cn1c(=O)[nH]c2cc3ccccc3cc21	-0.5	26.5	-2.9	u	-2.5	-2.8	-0.5	-0.8	3.1
COc1ccccc1NC(=O)COc1ccc(/C=N/n2cnnc2)cc1OC	3.9	-3.6	14.4	1.1	3.0	-1.9	-0.6	11.6	4.8
COc1ccc2cc(C(=O)NCc3ccccc3CN3CCCC3)ccc2c1	3.0	5.8	8.6	-1.2	33.5*	-1.5	-2.9	-15.4	-3.5
CCc1nnc(NC(=O)c2ccc(S(=O)(=O)N(CCOC)CCOC)cc2)o1	-1.1	5.3	7.4	0.9	-1.9	-1.4	-0.9	3.4	13.3
COC(=O)CCCNC(=O)OCc1ccc([N+](=O)[O-])cc1	0.0	3.4	8.6	0.1	1.3	-1.1	-1.4	-2.5	-3.3

Full records, quoted from the list. Order of values: UGM FP inh	CCHFV vOTU inh	GDH-TPI inh	BoNT A protease	Mtb FBA inh	FadD28 binding	BioA inh	PrPC TRFRET	BoNT-F LC inh
O=C1CCc2cc(S(=O)(=O)NCc3ccc(F)cc3)cc3c2N1CC3 across the screens: x	7.3	4.5	3.4	2.4	-1.5	x	-0.1	4.7
O=C(O)CSCC(=O)N1CCN(c2ncnc3scc(-c4ccccc4)c23)CC1 across the screens: -0.4	6.9	5.2	-0.1	0.8	-0.4	x	0.5	-23.0
